Jurkat viability = cytotoxicity toward Jurkat cells; Jurkat E6.1 viability, ATP luminescence, 48 h; inhibition, % at 4 µM; actives 1.2% (n = 56,000); AID 463;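 active = inhibition above the mean inhibition of all tested compounds plus 3 SD, cut at about 28% in these data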
HTR1E agonist = activates the human 5-HT1E serotonin receptor; P28566; activation, % at 6 µM; CHO 5-HT1E Ga15 NFAT-bla reporter, FRET; 0% DMSO wells, 100% control agonist wells; actives 0.69% (n = 65,000);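 active = activation above a set limit, the screen-wide mean activation plus 3 SD, cut at about 8.5% in these data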;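 also: 100% = positive control agonist at 1 µM giving full maximal response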
M1 antagonist = blocks the rat M1 muscarinic receptor response to acetylcholine | B-score at 10 µM | CHO-M1 cells, Fluo-4 calcium, ACh EC80 antagonist mode; hits give low values | AID 628 | P08482 | actives 3.4% (n = 64,000);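 active = calcium fluorescence response, raw or row-and-column corrected B-score, differing from the plate sample mean either way at a set confidence level, mostly lower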
S1P3 agonist = S1P3 (human) receptor agonism. Q99500. AID 373. S1P3 NFAT-BLA reporter cells, FRET ratio; relative to 1 µM S1P, basal subtracted. activation, % at 4.5 µM. actives 0.1% (n = 60,000);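 active = activation above the screen-wide mean plus 3 SD, cut at about 4.5% in these data, passing the limit was not always enough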; also: some compounds called inactive have numbers as strong as hits
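Material: Human S1P3 NFAT-BLA reporter CHO cells | Incubation: Overnight plating, 4 h compound 37 °C, 2 h substrate RT | Signal: FRET β-lactamase substrate fluorescence, excitation 405 nm, 460/535 nm emission ratio, background-subtracted | Compound: 4.5 µM final, single dose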
HER2 expr 66K = lowers expression of human Her2 kinase. P04626. SKBR-3 HER2 protein level, AlphaScreen, 18-24 h; hits give low values. HER2 level % of control, % at 10 µM. actives 0.69% (n = 65,000). AID 645;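 active = HER2 level under 5% of the carrier-only control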;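 also: 100% = DMSO carrier and 0% = 500 nM PU-H71 HSP90 inhibitor; lower value means stronger loss of Her2 protein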
Target sequence (P04626 whole entry, looked up): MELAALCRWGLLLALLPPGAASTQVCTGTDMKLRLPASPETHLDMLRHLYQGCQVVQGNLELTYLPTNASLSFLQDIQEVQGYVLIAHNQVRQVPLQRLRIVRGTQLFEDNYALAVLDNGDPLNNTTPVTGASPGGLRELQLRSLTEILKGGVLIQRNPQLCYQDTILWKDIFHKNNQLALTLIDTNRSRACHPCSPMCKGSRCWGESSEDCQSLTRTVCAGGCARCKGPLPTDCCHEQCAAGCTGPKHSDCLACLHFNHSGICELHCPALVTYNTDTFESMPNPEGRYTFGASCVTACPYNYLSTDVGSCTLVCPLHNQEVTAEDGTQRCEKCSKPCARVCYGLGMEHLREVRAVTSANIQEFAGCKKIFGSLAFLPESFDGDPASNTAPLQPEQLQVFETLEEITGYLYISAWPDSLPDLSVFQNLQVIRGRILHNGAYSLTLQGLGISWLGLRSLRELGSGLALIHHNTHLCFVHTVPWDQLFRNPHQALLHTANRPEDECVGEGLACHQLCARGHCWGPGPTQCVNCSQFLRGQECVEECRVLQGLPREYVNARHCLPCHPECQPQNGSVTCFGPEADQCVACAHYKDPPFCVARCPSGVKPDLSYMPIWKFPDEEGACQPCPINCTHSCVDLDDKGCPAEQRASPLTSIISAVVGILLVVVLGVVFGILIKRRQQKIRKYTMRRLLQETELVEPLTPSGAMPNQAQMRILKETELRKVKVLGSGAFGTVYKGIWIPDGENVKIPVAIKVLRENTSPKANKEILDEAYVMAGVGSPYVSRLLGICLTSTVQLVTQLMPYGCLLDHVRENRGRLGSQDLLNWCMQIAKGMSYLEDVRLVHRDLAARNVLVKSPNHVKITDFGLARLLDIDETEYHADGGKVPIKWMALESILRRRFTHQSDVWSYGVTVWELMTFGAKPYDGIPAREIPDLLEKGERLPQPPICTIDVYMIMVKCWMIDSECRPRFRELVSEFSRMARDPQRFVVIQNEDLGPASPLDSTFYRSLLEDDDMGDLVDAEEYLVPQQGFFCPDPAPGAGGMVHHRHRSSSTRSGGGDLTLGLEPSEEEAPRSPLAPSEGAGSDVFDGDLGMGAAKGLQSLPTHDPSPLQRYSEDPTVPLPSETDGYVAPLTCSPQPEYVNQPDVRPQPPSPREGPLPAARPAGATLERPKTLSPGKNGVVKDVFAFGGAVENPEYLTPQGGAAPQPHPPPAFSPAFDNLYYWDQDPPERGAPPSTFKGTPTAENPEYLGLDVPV
S1P1 ag-PAM = S1P1 (human) agonism or agonism potentiation. AID 449. activation, % at 9.5 µM. actives 0.57% (n = 56,000). P21453. S1P1 CRE-bla cells, forskolin, beta-lactamase FRET, potentiator mode; S1P1 agonist co-added at EC20, 2 nM; 100% = saturating reference agonist, 0% = basal;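 active = activation above a cutoff set at the mean activation of all tested compounds plus 3 SD, cut at about 54% in these data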;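 also: forskolin at 4 µM as EC80 and the EC20 agonist is SEW2871; 100% = SEW2871 at its EC100 plus forskolin at EC80; some compounds past the cut are filed as inactive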
M1 ag = M1 muscarinic receptor agonism; actives 3% (n = 64,000); B-score at 10 µM; CHO-M1 cells, Fluo-4 calcium fluorescence, agonist mode; hits give high values;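 active = fluorescence rise, raw or as B-score row- and column-corrected plate score, outside the 99.7% band of its plate's samples, either direction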
HEK293 NFkB inh = inhibitors of the PMA/ionomycin-induced NF-kB reporter in HEK293 cells; HEK-293 NF-kB luciferase reporter, luminescence; AID 465; actives 0.21% (n = 62,000); inhibition, % at 3 µM;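 active = inhibition above the mean of all tested compounds plus 3 SD, cut at about 40% in these data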;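 also: 0% = stimulated DMSO wells and 100% = 10 µM reference inhibitor 5653914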
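System: NF-kB luciferase reporter HEK-293 cells | Replication: Single test | Control set: DMSO vs reference inhibitor | Evaluation: % inhibition | Schedule: 1 h pretreatment, 16 h stimulation, 37 °C | Probe or stimulus: PMA with ionomycin | Compound dosing: One dose, 3 µM | Detection: Luciferase luminescence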
5HT1E antag = antagonists of human 5-HT1E serotonin receptor; AID 571; inhibition, % at 6 µM; actives 0.99% (n = 65,000); CHO 5-HT1E Ga15 NFAT-bla reporter, FRET, antagonist;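 active = inhibition above a set limit, the mean inhibition across every tested compound plus 3 SD, cut at about 29% in these data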;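 also: signal is the 460 over 535 nm emission ratio of beta-lactamase substrate; 0% = agonist plus DMSO wells and 100% = wells without agonist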
* hit, by the source's call; nt = not tested or not shown.

SMILES	Jurkat viability	HTR1E agonist	M1 antagonist	S1P3 agonist	HER2 expr 66K	S1P1 ag-PAM	M1 ag	HEK293 NFkB inh	5HT1E antag
COc1ccc(-c2nn(-c3ccccc3)cc2C(=O)Nc2nc(CC(C)=O)ns2)cc1	0	-0.4	0.35	-0.5	98	18	0.65	9	1
C=CCNc1nnc(SCC(=O)N2CCCCC2)c2ccccc12	-3	-0.7	0.48	-0.5	96	-4	-0.22	25	-2
O=C(CSc1nnc(-c2ccncc2)o1)Oc1ccccc1	3	-0.2	0.8	-1.5	100	0	0.8	24	-5
COC(=O)CSc1ccccc1C(=O)OC	3	-0.7	0	-1.2	104	-17	-0.14	13	7
CCOC(=O)CSc1nn(C)c(=S)s1	-2	0.0	-0.017	-1.2	86	-7	-0.0076	13	-2
Cc1cc(NC(=O)CSc2nnc3c(C)cc4cc5c(cc4n23)OCO5)no1	2	-1.4	-0.5	-0.6	95	-4	-0.3	17	6
COC(=O)c1ccc(C2C(C(C)=O)=C(O)C(=O)N2CCO)cc1 (centres undefined)	-3	-0.2	0.9	0.1	127	5	0.32	8	-2
O=C(Nc1nc(-c2ccco2)c(-c2ccco2)s1)C1CC(=O)N(c2ccc3c(c2)OCCO3)C1 (centres undefined)	nt	1.0	-0.012	nt	nt	nt	2.1	12	-5
O=C(Nc1ccc2c(c1)OCO2)c1c(F)c(F)c(F)c(F)c1F	0	-0.7	-0.46	0.1	78	21	-0.29	1	-7
Nc1ccc2oc(=O)c3ccccc3c2c1	2	0.1	-0.37	-1.2	180	-15	2.3	-13	4
O=C(O)CCCC(=O)Nc1ccc(C(=O)N2CCCCC2)cc1	-2	0.4	-0.023	-1.4	32	-19	-0.2	14	-8
COCc1[nH]nc2c1C(c1cc(OC)c(O)c(OC)c1)C(C#N)=C(N)O2 (centres undefined)	-1	-0.9	0.51	-0.1	86	-18	-2.3	6	2
COc1ccc(OC)c(NC(=O)C2CCCN2C(=O)OCc2ccccc2)c1 (centres undefined)	1	0.6	1.1	28	92	-34	-1.1	13	-3
Cc1ccc(S(=O)(=O)NCCC(=O)N2CCCCC2)cc1	nt	-0.1	-0.48	nt	79	nt	0.76	11	6
Cc1cccc(Cn2c(N(C)Cc3ccccc3)nc3c2c(=O)[nH]c(=O)n3C)c1	2	3.4	-1.4	-1.4	110	-42	0.23	5	6
COC(=O)c1ccc(Oc2nc(N3CCCCC3)nc(N3CCOCC3)n2)cc1	3	1.7	-2.3*	-1.1	105	nt	-0.92	18	-4
Cc1nn(-c2nc3ccccc3s2)c(C)c1Oc1ccccc1O	28*	0.2	0.011	-0.5	6	6	0.5	-6	-10
CC(=O)Nc1ccc(S(=O)(=O)Nc2ccc(N3CCOCC3)cc2)cc1	-4	-0.1	-0.26	-0.5	87	-3	-1.3	0	-4
CCOCCCN1C(=O)CN(C2CCCCC2)C(=O)C1c1ccc(OC)c(OC)c1 (centres undefined)	nt	1.1	-0.029	nt	124	nt	0.35	9	-5
CCOCCCNC(=O)Cc1c(C(=O)O)[nH]c2ccc(Cl)cc12	-1	0.0	0.71	-1.2	106	-10	0.98	28	6
O=C(CN1C(=O)CSc2ncccc21)NCCN1CCOCC1	2	-0.1	0.00095	-0.3	94	-19	0.76	0	0
CCn1nc(C(=O)NCCc2ccc(S(N)(=O)=O)cc2)c2ccccc2c1=O	5	1.4	-0.23	-0.6	76	-35	-0.055	29	-1
Cc1ccc(S(=O)(=O)NC2=NCN(Cc3cccnc3)CN2)cc1	-2	2.2	0.43	-0.8	115	-15	1.1	1	2
Cc1cc(C)c(NC(=O)CSc2nnc(-c3ccncc3)n2Cc2ccco2)c(Cl)c1	nt	-0.3	-0.36	nt	105	nt	0.031	10	0
Cc1cc(=O)oc2cc(OCC(=O)OCC(=O)NCc3ccc4c(c3)OCO4)ccc12	0	0.0	0.55	0.5	101	-24	-0.94	19	-11

(list continues)
SMILES	Jurkat viability	HTR1E agonist	M1 antagonist	S1P3 agonist	HER2 expr 66K	S1P1 ag-PAM	M1 ag	HEK293 NFkB inh	5HT1E antag
CCC(c1nnnn1Cc1ccc2c(c1)OCO2)N1CCN(c2ccc(OC)cc2)CC1 (centres undefined)	1	-0.3	0.013	-0.8	147	2	-0.84	10	-6
CN1CCN(C(=O)C2(NC(=O)Nc3cccc(F)c3)CCCCC2)CC1	-6	-0.3	-0.0061	-0.4	92	-10	-0.018	-1	-4
CC(=O)c1ccc(N2C(=O)C3C(C2=O)C(C(=O)c2ccc(Cl)cc2)N2CCCC32)cc1 (centres undefined)	2	0.2	-1.4	-0.9	91	-5	29*	17	-13
O=C(Oc1ccc2c3c(c(=O)oc2c1)CCCC3)c1ccco1	1	0.1	-0.32	-1.1	92	-8	-0.045	16	5
COc1ccc(CC(NC(C)=O)C(=O)NC2CCN(C(=O)Nc3ccc(C#N)cc3)CC2)cc1OC (centres undefined)	-9	0.3	-1.2	0.6	83	-5	-1	5	2
NC(N)=NS(=O)(=O)c1ccc(N)cc1	nt	0.1	-0.028	-3.9	69	-5	1.8	nt	-3
COc1ccccc1OCCCn1c(=O)oc2ccccc21	-2	0.1	0.41	-0.4	83	-2	0.64	9	22
O=c1[nH]c2cc(Cl)ccc2n1-c1ccccc1	-3	-0.7	-0.13	-0.2	90	-1	-2.5	16	-13
CCOc1ccc(C(=O)CN2CCN(S(=O)(=O)c3ccc(F)cc3)CC2)cc1	-2	-0.3	0.37	0.0	68	-16	-0.75	8	-7
CCOC(=O)Cc1csc(NC(=O)C(C)(C)C)n1	0	0.2	-0.33	-0.4	135	nt	-0.014	0	-1
CN(C(=O)CSc1nc2ccccc2n1CCc1ccccc1)C1CCS(=O)(=O)C1 (centres undefined)	13	-1.1	-10*	-0.3	104	24	1.4	9	0
CC(C)(C)C(=O)COC(=O)c1cccc(NC(=O)c2ccco2)c1	-3	-0.1	0.27	-1.0	97	-18	-1.1	7	0
CSc1ncccc1C(=O)OCC(=O)N(CC(C)C)C1CCS(=O)(=O)C1 (centres undefined)	2	0.4	-0.067	-0.4	162	2	0.11	2	-13
Cc1sc2ncnc(NCc3ccco3)c2c1C	12	0.3	0.067	-1.9	44	48	1.5	6	2
COC(=O)C1=C(C)OC(N)=C(C#N)C1c1c(C)nn(-c2ccccc2)c1Cl (centres undefined)	nt	-0.4	-0.11	nt	75	nt	-0.41	17	3
CCc1nnc(NC(=O)c2ccc(S(=O)(=O)N(CC)Cc3ccccc3)cc2)o1	98*	0.6	-1	-0.7	79	15	-0.3	14	-7
CCSc1nnc(NC(=O)CSc2nc3c(c(=O)n2-c2ccccc2OC)SCC3)s1	7	-0.7	0.015	-0.6	85	-14	-0.0038	5	-1
Cc1nnc(SCC(=O)NCCOc2ccc(Cl)cc2)n1-c1ccccc1	-7	-0.2	-2.1	-1.3	82	11	0.13	12	-12
COCCCN1C(=O)C(=O)/C(=C(/O)c2ccc(OC)cc2)C1c1cccc(OC)c1 (centres undefined)	0	-0.3	0.25	-0.9	91	-11	-0.11	14	-2
O=C1c2ccccc2S(=O)(=O)N1CCOc1ccccc1	-4	0.1	0.33	-0.4	75	10	-0.65	11	-10
CC(C)(C)N1C(=O)c2ccc(C(=O)Nc3nccs3)cc2C1=O	2	1.5	-1.4	-1.0	81	nt	4.2	-38	1
Cc1cc(C)c(C#N)c(Nc2ccc3c(c2)OCCO3)n1	-3	0.3	-0.84	-0.1	102	2	0.08	19	10
Cc1nn(C)c(C)c1S(=O)(=O)Nc1ccc2c(c1)OCO2	0	0.7	-5.9*	-1.1	109	1	0.21	19	-10
CC1(C)CC(=O)C(Sc2nnc(-c3ccc(NS(C)(=O)=O)cc3)n2Cc2ccco2)C(=O)C1	5	2.7	0.093	-0.7	107	-7	-0.044	5	-2
NC(=NC(=O)c1ccccc1)C1=C(O)CCC1=O	9	-1.1	-0.63	-0.9	123	4	-0.21	2	4

The results go on.
SMILES	Jurkat viability	HTR1E agonist	M1 antagonist	S1P3 agonist	HER2 expr 66K	S1P1 ag-PAM	M1 ag	HEK293 NFkB inh	5HT1E antag
CCN(CC)CCNCc1ccc(-c2ccc(Cl)cc2)o1	5	0.3	nt	-0.2	120	-16	nt	-2	5
O=C(Cn1c(=O)n(-c2ccc(F)cc2)c(=O)c2sccc21)N1CCCC1	-4	-0.6	0.52	-0.2	79	0	1.1	12	2
Cc1ccc(NC(=O)Cn2c(C)cc(C)c(C#N)c2=O)c(Cl)c1	nt	-1.9	0.16	nt	109	nt	-0.44	5	5
Cc1cccc(NC(=O)NCC(c2cccnc2)N2CCOCC2)c1 (centres undefined)	-3	1.5	0.61	-0.4	85	2	0.59	14	-1
COC(=O)c1sc(N)c(C(=O)OC)c1CSc1nnnn1C	-4	-0.1	0.046	0.1	71	-10	1.2	9	-4
COc1ccc(NC(=O)Nc2ccccc2C(=O)N2CCCC2)cc1	-6	-0.2	nt	-0.5	71	-26	nt	15	-3
CC(C)(C)NC(=O)C1N(c2cccnc2)C(=O)C2C(C(=O)Nc3ccccc3)C3(C)C=CC21O3 (centres undefined)	-2	-0.3	0.051	-1.5	100	16	-1.6	2	0
Cc1cccc2cc(CN(CCN3CCOCC3)C(=O)NCc3ccccc3)c(=O)[nH]c12	-8	-0.1	-1.4	-1.0	88	-5	0.72	2	-2
CCOCCCn1c(=S)[nH]c2cc(C(=O)N3CCOCC3)ccc2c1=O	6	0.3	0.54	-2.1	131	11	-0.73	10	12
COc1cccc(NC(=O)CSc2nnc(CNC(=O)c3ccccc3)n2C)c1	5	-0.8	-0.16	-1.5	110	18	0.36	16	6
O=C(c1ccc2c(c1)OCCO2)C1CCN(S(=O)(=O)c2ccc(F)cc2)CC1	12	0.0	-0.8	-1.6	101	6	1	20	14
COC(=O)CSc1nnc(SCc2ccccc2)s1	-1	-0.5	0.59	-2.0	128	-4	-0.8	11	-4
N#C/C(C(=O)NCc1ccco1)=C1/SC(Cc2ccc(F)cc2)C(=O)N1c1ccccc1 (centres undefined)	nt	-1.0	0.19	-3.4	111	3	2.4*	nt	0
CN(C)S(=O)(=O)c1cccc(C(=O)OCC(=O)N2c3ccccc3NC(=O)C2(C)C)c1	-5	-0.6	-0.037	0.7	123	-12	0.88	6	-11
O=S(=O)(c1ccccc1)N1CCN(c2cc(-c3ccccc3)nc3ncnn23)CC1	14	0.8	0.25	-0.3	79	27	-1.2	16	7
CCOc1ccc(-n2c(SC(C)C(=O)OC)nc3c(c2=O)SCC3)cc1 (centres undefined)	nt	0.4	-0.18	nt	66	nt	0.28	7	-2
O=C(COc1cc(Cl)ccc1Cl)Nc1nnc(CC(=O)N2CCOCC2)s1	-2	-0.6	-0.53	-0.6	103	nt	-0.051	8	2

Full records as entered above.
Results for Cc1cccc2cc(CN(CCN3CCOCC3)C(=O)NCc3ccccc3)c(=O)[nH]c12 : Jurkat viability: -8; HTR1E agonist: -0.1; M1 antagonist: -1.4; S1P3 agonist: -1.0; HER2 expr 66K: 88; S1P1 ag-PAM: -5; M1 ag: 0.72; HEK293 NFkB inh: 2; 5HT1E antag: -2
Results for CC(C)(C)NC(=O)C1N(c2cccnc2)C(=O)C2C(C(=O)Nc3ccccc3)C3(C)C=CC21O3 (centres undefined) : Jurkat viability: -2; HTR1E agonist: -0.3; M1 antagonist: 0.051; S1P3 agonist: -1.5; HER2 expr 66K: 100; S1P1 ag-PAM: 16; M1 ag: -1.6; HEK293 NFkB inh: 2; 5HT1E antag: 0
